Assay outcomes: PubChem, National Center for Advancing Translational Sciences (NCATS)
KAT2A inh: inhibitors of human GCN5L2 histone acetyltransferase; GCN5L2 HAT assay, ThioGlo1 CoA-SH fluorescence; Potency, µM (series often up to 58.9 µM), for the others: at the top dose activity change, negative = inhibition, actives largely listed as inhibitors; 390,000 tested, 0.21% active; Q92830
Target sequence (Q92830 whole entry, looked up): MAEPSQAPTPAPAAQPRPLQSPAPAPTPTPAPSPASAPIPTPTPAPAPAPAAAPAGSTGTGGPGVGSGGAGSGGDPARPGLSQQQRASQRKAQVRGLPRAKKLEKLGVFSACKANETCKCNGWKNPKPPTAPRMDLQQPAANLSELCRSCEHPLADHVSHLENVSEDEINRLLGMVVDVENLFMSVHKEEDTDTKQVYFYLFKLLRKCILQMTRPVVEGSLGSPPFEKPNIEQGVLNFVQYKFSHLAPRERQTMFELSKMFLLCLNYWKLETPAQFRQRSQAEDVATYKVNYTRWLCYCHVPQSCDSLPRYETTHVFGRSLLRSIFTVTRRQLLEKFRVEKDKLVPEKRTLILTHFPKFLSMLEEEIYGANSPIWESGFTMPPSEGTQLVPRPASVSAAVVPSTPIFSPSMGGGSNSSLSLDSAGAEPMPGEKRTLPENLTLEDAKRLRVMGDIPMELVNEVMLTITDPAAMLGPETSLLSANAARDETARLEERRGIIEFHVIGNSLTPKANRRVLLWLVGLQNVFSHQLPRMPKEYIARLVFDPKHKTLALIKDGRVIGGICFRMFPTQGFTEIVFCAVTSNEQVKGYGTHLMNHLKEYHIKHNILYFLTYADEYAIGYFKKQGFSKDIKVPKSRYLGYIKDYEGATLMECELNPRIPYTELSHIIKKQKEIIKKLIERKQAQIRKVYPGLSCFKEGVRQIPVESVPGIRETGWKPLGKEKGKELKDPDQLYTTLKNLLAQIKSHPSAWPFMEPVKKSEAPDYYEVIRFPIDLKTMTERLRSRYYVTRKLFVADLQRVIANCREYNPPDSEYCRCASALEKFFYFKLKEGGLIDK
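qHTS, 1536-well. 20nM enzyme, pH 7.5 HEPES/EDTA/Tween-20 buffer; 15 min compound preinc., RT. Start: 75uM H3(1-25), 70uM AcCoA, 50uM ThioGlo1. Read Ex340/Em540 at t=0 (autofluorescence flag) and t=20 min.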
DT40 TDP1 no CPT: qHTS for Inhibitors of human tyrosyl-DNA phosphodiesterase 1 (TDP1): qHTS in cells in absence of CPT. 420,000 tested, 15% active. Potency, µM (titrated, usually from 46.2 µM), for inactives: at the top dose activity change, negative = growth inhibition, most hits filed as inhibitors. DT40 Tdp1-/- hTDP1 cells, no CPT, ATP luminescence, 48 h; also: nearly all actives have a fitted effect of over 55% in size
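DT40 Tdp1-/-;hTDP1 cells, no CPT (DMSO vehicle only), 400 cells/well; compounds pin-transferred; ≥48 hr, 37 °C; CellTiter-Glo 30 min RT dark, luminescence read.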
TDP1 cell CPT: growth inhibition of DT40 Tdp1-/-;hTDP1 cells with camptothecin (screen for TDP1 inhibitors) | chicken DT40 Tdp1-/-;hTDP1 cells + 20 nM CPT, ATP luminescence, 48 h | Potency, µM (highest dose often 46.2 µM), for the others: top-dose activity change, negative = growth inhibition, most hits filed as inhibitors | 420,000 tested, 12% active | AID 686979; also: nearly all actives have a fitted effect of over 55% in size
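Cell growth measured by CellTiter-Glo luminescence after a minimum 48 h, 37 C compound exposure with 20 nM CPT in Tdp1-knockout DT40 cells stably expressing hTDP1, seeded 400/well; qHTS titration format.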
Starred values were filed as active, the others as inactive; ? = inconclusive; · = not tested or not shown. Calls follow the shape of the dose curve; as a rule, active = well fitted curve in the direction sought with a large enough effect; inconclusive = small, poorly fitted or top-dose-only effect, or another doubt; inactive = no such curve, though single readings can be large; an effect the other way counts as inactive or inconclusive. % is scaled to controls: 0 for no effect and ±100 for the full control effect; potency is read from the fitted curve at half-maximal effect.

SMILES | KAT2A inh | DT40 TDP1 no CPT | TDP1 cell CPT
O=C(O)/C(=C\c1ccco1)NC(=O)c1ccccc1 | -1% | -4% | -4%
Cc1cc(C)c(C)c(S(=O)(=O)ON2C(=O)c3ccccc3C2=O)c1C | -1% | 2.3µM* | 2.6µM*
CSc1ncccc1C(=O)NCc1nnc2ccccn12 | -2% | 11% | -5%
O=C1OCCN1C(=O)[C@H]1[C@H](c2ccc(F)cc2)C(c2ccccc2)=NN1c1ccccc1 | ? | 9% | -16%
O=C(CN(Cc1ccco1)C(=O)c1cccc(Cl)c1)Nc1c(Cl)cc(Cl)cc1Cl | -5% | ? | 26µM*
O=S(=O)(c1ccccc1F)N1CCN(C(=S)NCc2ccccc2)CC1 | -12% | -21% | 10%
Cc1ccc(CNC(=O)CCc2nc3ccccc3c(=O)[nH]2)cc1 | 0% | -16% | -26%
O=C(O)CCSc1nnc(-c2cccnc2)n1-c1ccccc1 | -13% | -2% | -2%
CCOC(=O)C1=CCN(S(=O)(=O)c2ccccc2F)C1c1ccc(Cl)c(Cl)c1 (configuration not stated) | · | ? | ?
Cc1cccc(N2CCN(C(=O)c3cnn(-c4ccccc4)c3C3CCN(C(=O)OC(C)(C)C)CC3)CC2)c1C | 2% | 16µM* | ?
COc1ccc(NC(=S)NCc2ccccc2Cl)c(OC)c1 | -5% | ? | ?
CCN(CC)c1ccc(NC(=O)CCNS(=O)(=O)c2ccc3c(c2)CCC(=O)N3)c(C)c1 | -6% | 16µM* | ?
Cc1ccc(S(=O)(=O)N2CCOCC2)cc1NC(=O)COC(=O)c1ccc(OCc2c(C)noc2C)cc1 | -17% | ? | ?
COc1cc(S(=O)(=O)NCC2COCCO2)ccc1-n1cnnn1 (configuration not stated) | -9% | -1% | ?
COc1ccc(N2CC(O)=C(c3nc(C)cs3)C2=N)cc1 | -9% | -9% | -17%
CC(C)(C)SCCNC(=O)CN(c1ccc(F)cc1)S(C)(=O)=O | -10% | -6% | -16%
COc1ccc(-n2nc(C(=O)NCC(=O)NCCC3=CCCCC3)c3ccccc3c2=O)c(OC)c1 | -2% | -17% | 4%
N#C/C(=C\c1ccc[nH]1)C(=O)Nc1ccccc1Cl | -8% | 22% | -1%
CC1(C(=O)NS(=O)(=O)c2ccc(F)cc2F)CCN1C(=O)CC1CCCCC1 (configuration not stated) | · | 2% | 6%
CC1CCN(c2ccc(/C=C(\C#N)c3nn(-c4ccccc4)c(N)c3C#N)cc2[N+](=O)[O-])CC1 | -2% | 8.2µM* | 18µM*
COc1ccc(-c2c(C)c3ccc(O)c(CN4CCOCC4)c3oc2=O)cc1OC | -13% | ? | ?
COc1ccc(CN2C(=O)CCCc3ccccc32)cc1 | -3% | 21µM* | ?
CCC1(CC)NC(=O)N(CC(=O)OCC(=O)Nc2ccccc2[N+](=O)[O-])C1=O | -6% | ? | 4%
COc1ccc(C(=O)NCc2ncccc2C)cc1OC1CCN(C(C)=O)CC1 | 9% | -2% | 1%
CC(NC(=O)Cc1ccc(NS(=O)(=O)c2cccc(C(F)(F)F)c2)cc1)c1ccccn1 (configuration not stated) | -2% | -27% | -7%

Profiles, looked up by structure:
COc1ccc(N2CC(O)=C(c3nc(C)cs3)C2=N)cc1 reads KAT2A inh: -9%; DT40 TDP1 no CPT: -9%; TDP1 cell CPT: -17%
COc1ccc(CN2C(=O)CCCc3ccccc32)cc1 reads KAT2A inh: -3%; DT40 TDP1 no CPT: 21µM*; TDP1 cell CPT: ?

Other entries:
SMILES | KAT2A inh | DT40 TDP1 no CPT | TDP1 cell CPT
Cc1cc(=O)oc(C)c1C(=O)NCC1COc2ccccc2O1 (configuration not stated) | -1% | -6% | 2%
Cc1ccc(C(=O)n2cnnc2N)cc1C | -4% | 0% | -5%
O=C(CNC(=O)c1ccccc1)OCC(=O)N1N=C(c2ccc(Cl)cc2)CC1c1ccco1 (configuration not stated) | -9% | 19% | 1%
Nc1nc(-c2ccco2)nn1S(=O)(=O)c1ccc(Cl)cc1 | -11% | -23% | -15%
O=C(Nc1ccccc1Cl)c1cc(C2CCCCN2C(=O)c2cccs2)on1 (configuration not stated) | · | ? | 29µM*
Cc1cccnc1NC(=O)Nc1cccc(F)c1 | · | -19% | -8%
COc1cccc(Cn2nnc(C(=O)Nc3cc(Cl)ccc3OC)c2N)c1 | -13% | 16µM* | 23µM*
Cc1cccc(C)c1NC(=O)CNC(=O)Cc1ccc(Br)cc1 | -6% | -16% | 0%
CCOC(=O)c1[nH]c(C)c(C(=O)NCCN2CCOCC2)c1C | -3% | -4% | 7%
CC(=O)c1cccc(NC(=O)C(C)OC(=O)CCC2CCCCC2)c1 (configuration not stated) | -5% | ? | -2%
CC(=O)N1CCc2cc(Br)cc(S(=O)(=O)N3CCC(C)CC3)c21 | 4% | -20% | -10%
O=C(N/N=C/c1cccc2ccccc12)c1ccncc1 | -3% | -16% | 2%
Cc1cc([N+](=O)[O-])cnc1Sc1nccn1C | 0% | 1% | -10%
O=C(N/N=C/c1ccccc1F)c1ccc(COc2ccccc2Cl)o1 | -2% | ? | -2%
O=C(Nc1ccc(Cl)cc1Cl)c1ccc(Br)o1 | 0% | 0% | 0%
CCn1nc(C)c(CN2CCc3c([nH]c4ccccc34)C2C(C)(C)C)c1C (configuration not stated) | -12% | ? | ?
O=C(Nc1ccc(F)cc1)Nc1ccc2snnc2c1 | -9% | 6.5µM* | 3.7µM*
CCN1C(=O)[C@H]2[C@@H](c3ccc(C)cc3)N3C(=O)N(c4cccc(C)c4)C(=O)[C@@]3(Cc3ccccc3)[C@H]2C1=O | -22% | -12% | -2%
COCCNC(=O)CSc1nc2cc3c(cc2c(=O)n1Cc1ccco1)OCO3 | 0% | -19% | -27%
CC1=C(C(=O)OCCOC(C)C)C(c2cccnc2)C2=C(CCCC2=O)N1 (configuration not stated) | -6% | 2% | 3%
O=C(COc1ccc(F)cc1)NN1C(=O)CSC1=S | 3% | -27% | 7%
COC(=O)C(NC(C)=O)(Nc1ccccn1)C(F)(F)F (configuration not stated) | -4% | 6% | -2%
COc1ccccc1C=NN=C(NN=Cc1ccccc1OC)NN=Cc1ccccc1OC | · | ? | ?
O=C(/C=C/c1ccc(F)cc1)N1CCN(c2ncccn2)CC1 | -7% | -5% | 25%
CCCCN(C(=O)CN1CCOCC1)c1c(N)n(CC(C)C)c(=O)[nH]c1=O | -13% | -30% | -16%

More structures.
SMILES | KAT2A inh | DT40 TDP1 no CPT | TDP1 cell CPT
CC(/C=C/c1ccc(OCc2ccccc2)cc1)=N\O | 1% | ? | -9%
Cn1c(N)c(S(=O)(=O)NCc2ccc(Cl)cc2)c(=O)n(C)c1=O | -6% | -1% | 4%
COC(=O)c1sc(=S)n(-c2cccc(Cl)c2)c1N | -21% | ? | ?
COc1ccc(C(=O)Nc2ccccc2C(=O)NC(Cc2c[nH]c3ccccc23)C(=O)O)cc1 (configuration not stated) | -3% | ? | ?
Cc1ccc(S(=O)(=O)NCc2ccccc2NS(=O)(=O)c2ccc(C)cc2)cc1 | · | ? | ?
CCN(CC)c1ccc(C=NCCNS(=O)(=O)c2ccc(C)cc2)cc1 | -22% | -2% | 5%
CC1CCCN(C(=O)COC(=O)/C=C/c2ccc(C(F)(F)F)cc2)C1 (configuration not stated) | -5% | ? | -22%
Cc1oc2c(c1C(=O)Nc1cccc(Br)c1)C1=NCCN1C=N2 | 2% | -8% | -6%
CC(C)[C@H](NC(=O)OC(C)(C)C)c1nnc(S(=O)(=O)Cc2c(F)cccc2Cl)o1 | -2% | 1.6µM* | 1.2µM*
COC(=O)c1ccc(Oc2nc3ccccc3n3c(C)nnc23)cc1 | · | 10% | -14%
COc1ccc(NC(=O)CN(C)S(=O)(=O)c2ccc3[nH]c4c(c3c2)CCCC4)cc1Cl | -12% | ? | 23µM*
CCCCc1cc(=O)oc2c(CN3CCCC3)c(O)ccc12 | ? | -12% | 5%
CCOC(=O)CCc1c(C)c2ccc(O)cc2oc1=O | -26% | -7% | 1%
CSc1ccc(/C=C/C(=O)c2ccc(O)cc2)cc1 | -5% | -84% | 18µM*
O=C(NCC(c1ccco1)N1CCc2ccccc2C1)c1ccc(Cl)cc1 (configuration not stated) | -11% | ? | ?
CCc1nnc(NC(=O)CSc2nnc(Cc3cc(=O)[nH]c(=O)[nH]3)n2-c2ccc(OC)cc2)s1 | -2% | -3% | -7%
CC(=O)c1c[nH]c2ccc(C)cc2c1=O | -18% | ? | -22%
Cc1ccc(-n2c(C(C)n3nc(C)c([N+](=O)[O-])c3C)n[nH]c2=S)cc1 (configuration not stated) | 3% | -13% | ?
CCOc1ccc(NC(=O)c2ccccc2NC(=O)c2cccnc2)cc1 | 1% | 3% | -8%
O=C(Cn1ccccc1=O)c1cccs1 | -2% | -3% | 5%
Cc1ccc(S(=O)(=O)N2CCC(C(=O)NCCN3CCOCC3)CC2)cc1 | · | -8% | -1%
O=c1c(Cc2ccccc2)c(O)nc2n1CCS2 | -5% | 0% | -10%
CCC(C)(C)n1nnnc1C(C(C)C)N1CCC(C(N)=O)CC1 (configuration not stated) | -1% | -1% | 0%
COc1ccc(-c2nc(N)n(C(=O)c3ccccc3Cl)n2)cc1 | -2% | ? | ?
O=C(NCCCn1ccnc1)C1CC(c2ccccc2Cl)=NO1 (configuration not stated) | 17% | -26% | -12%

Fetched one by one from above:
SMILES | KAT2A inh | DT40 TDP1 no CPT | TDP1 cell CPT
Cc1oc2c(c1C(=O)Nc1cccc(Br)c1)C1=NCCN1C=N2 | 2% | -8% | -6%
CCCCc1cc(=O)oc2c(CN3CCCC3)c(O)ccc12 | ? | -12% | 5%
O=C(COc1ccc(F)cc1)NN1C(=O)CSC1=S | 3% | -27% | 7%

Remaining list, next part:
SMILES | KAT2A inh | DT40 TDP1 no CPT | TDP1 cell CPT
CCC(C)C(NC(=O)c1ccccc1NC(=O)c1ccc(C)cc1)C(=O)O (configuration not stated) | -2% | -6% | -10%
COc1ccc(C(=O)NNC(=O)COc2ccc(Cl)cc2)c(OC)c1 | -1% | 4% | 2%
Cc1c(C(=O)Nc2ccccc2Cl)oc2ccc(S(=O)(=O)N3CCCCCC3)cc12 | 0% | 13µM* | 5.8µM*
Cc1sc2nc[nH]c(=O)c2c1-c1ccc(Cl)cc1 | 1% | -15% | 7%
O=C(CCc1nc(-c2ccccc2F)no1)NCCN1CCN(Cc2ccccc2)CC1 | 0% | ? | 18µM*
COc1ccc2cc(C(=O)C3CCCN(C(=O)c4cnccn4)C3)ccc2c1 (configuration not stated) | -4% | ? | ?
COC(=O)c1ccc(NC(=O)CC2C(=O)N(C)C(=S)N2Cc2ccc(S(N)(=O)=O)cc2)cc1 (configuration not stated) | -21% | -14% | 0%
Cc1nnc2ccc(-c3cccc(NC(=O)c4ccco4)c3)nn12 | -9% | ? | ?
Cc1ccc(C(=O)NCCCNC(=O)Cc2ccccc2)cn1 | -4% | -4% | -4%
O=C(Cc1csc(NC(=O)Nc2cccc(Cl)c2)n1)NCc1ccccn1 | -5% | 2.6µM* | 2.1µM*
O=C(NCCc1csc(-c2ccc(F)cc2)n1)c1ccc(Br)o1 | -7% | ? | 23µM*
O=c1c(-c2cc(-c3ccccc3)nc3c2COc2ccccc2-3)coc2ccc(Cl)cc12 | -5% | 0% | -4%
O=S1(=O)N[C@H](Cc2ccccc2)COc2cccc(N3CCSCC3)c21 | · | -12% | -21%
COCCCNC(=S)Nc1cc2oc3ccccc3c2cc1OC | 3% | 6.5µM* | 8.2µM*
Cc1[nH][nH]c(=O)c1[C@@H](c1ccccc1[N+](=O)[O-])C(C#N)C#N | -3% | -19% | ?
COc1cc2ncnc(NCc3cccs3)c2cc1OC | -6% | -25% | ?
COC(=O)c1sccc1NC(=S)Nc1cc(C)ccc1OC | -3% | 4% | 5%

7 entries already listed, sorted by length of the SMILES, descending:
SMILES | KAT2A inh | DT40 TDP1 no CPT | TDP1 cell CPT
Cc1[nH][nH]c(=O)c1[C@@H](c1ccccc1[N+](=O)[O-])C(C#N)C#N | -3% | -19% | ?
Cc1c(C(=O)Nc2ccccc2Cl)oc2ccc(S(=O)(=O)N3CCCCCC3)cc12 | 0% | 13µM* | 5.8µM*
O=S1(=O)N[C@H](Cc2ccccc2)COc2cccc(N3CCSCC3)c21 | · | -12% | -21%
O=C(Cc1csc(NC(=O)Nc2cccc(Cl)c2)n1)NCc1ccccn1 | -5% | 2.6µM* | 2.1µM*
Cc1ccc(C(=O)NCCCNC(=O)Cc2ccccc2)cn1 | -4% | -4% | -4%
COCCCNC(=S)Nc1cc2oc3ccccc3c2cc1OC | 3% | 6.5µM* | 8.2µM*
COc1cc2ncnc(NCc3cccs3)c2cc1OC | -6% | -25% | ?
